SUMO HTRF inh – inhibitors of human SUMOylation (UBC9) | P63279 | HTRF SUMOylation assay, SAE1/SAE2 + UBC9, in vitro | inhibition, % at 35 µM | hit rate 0.36% among 290,000 | AID 2006; in the data active means inhibition above about 50%, passing the limit was not always enough; further: strong numbers were not always called active
CRFBP-R2 block – blocks CRF-induced signaling of the CRF-BP/CRF-R2 complex; hit rate 0.59% among 350,000; AID 588475; HEK293 CRF-R2/CRF-BP, CRF-induced calcium fluorescence; inhibition, % at 11.8 µM;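 active means inhibition of the ligand-induced calcium signal above about 50% at the single tested concentration, limit read from the data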
HCV NS3 hel inh – HCV NS3 helicase inhibition | NS3 helicase DNA unwinding, Cy5 molecular beacon fluorescence | inhibition, % at 10.9 µM | hit rate 0.56% among 290,000;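 active means inhibition above the mean of all tested compounds plus 3 SD, set per campaign, cut at about 35% in these data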;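 further: 0% = DMSO wells and 100% = thioflavine S control wells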
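System: NS3 helicase fragment of HCV / Schedule: 1 h at 25 °C / Control set: DMSO alone as 0% and 110 µM thioflavine S as 100% / Reagent: Cy5/quencher beacon DNA duplex and ATP to start / Technique: Cy5 fluorescence / Replication: singlicate / Evaluation: % inhibition of end-to-start signal ratio versus controls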
p-CIP stab down – p/CIP protein destabilization. hit rate 0.01% among 290,000. decrease of EGFP signal, % at 10 µM. Q05BA5. F442A p/CIP-EGFP cells, EGFP fluorescence, 16 h;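 active means EGFP signal decrease of at least 30% at 10 µM or well 3 SD below plate mean, unless failing retest; inactive means the rest, including hits failing retest or dose response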; further: some compounds called inactive have numbers as strong as hits; many of its hits are not listed in these tables
IDE cell activ – boosts human insulin-degrading enzyme activity in HEK cells; hit rate 0.073% among 340,000; P14735; activation, % at 5.96 µM; AID 493087; FAbeta-B cleavage, fluorescence polarization; 0% vehicle, 100% cell-free pure enzyme wells;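 active means activation above the mean of all tested compounds plus 3 SD, set per screening campaign, cut at about 17% in these data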
Target sequence (P14735 whole entry, looked up): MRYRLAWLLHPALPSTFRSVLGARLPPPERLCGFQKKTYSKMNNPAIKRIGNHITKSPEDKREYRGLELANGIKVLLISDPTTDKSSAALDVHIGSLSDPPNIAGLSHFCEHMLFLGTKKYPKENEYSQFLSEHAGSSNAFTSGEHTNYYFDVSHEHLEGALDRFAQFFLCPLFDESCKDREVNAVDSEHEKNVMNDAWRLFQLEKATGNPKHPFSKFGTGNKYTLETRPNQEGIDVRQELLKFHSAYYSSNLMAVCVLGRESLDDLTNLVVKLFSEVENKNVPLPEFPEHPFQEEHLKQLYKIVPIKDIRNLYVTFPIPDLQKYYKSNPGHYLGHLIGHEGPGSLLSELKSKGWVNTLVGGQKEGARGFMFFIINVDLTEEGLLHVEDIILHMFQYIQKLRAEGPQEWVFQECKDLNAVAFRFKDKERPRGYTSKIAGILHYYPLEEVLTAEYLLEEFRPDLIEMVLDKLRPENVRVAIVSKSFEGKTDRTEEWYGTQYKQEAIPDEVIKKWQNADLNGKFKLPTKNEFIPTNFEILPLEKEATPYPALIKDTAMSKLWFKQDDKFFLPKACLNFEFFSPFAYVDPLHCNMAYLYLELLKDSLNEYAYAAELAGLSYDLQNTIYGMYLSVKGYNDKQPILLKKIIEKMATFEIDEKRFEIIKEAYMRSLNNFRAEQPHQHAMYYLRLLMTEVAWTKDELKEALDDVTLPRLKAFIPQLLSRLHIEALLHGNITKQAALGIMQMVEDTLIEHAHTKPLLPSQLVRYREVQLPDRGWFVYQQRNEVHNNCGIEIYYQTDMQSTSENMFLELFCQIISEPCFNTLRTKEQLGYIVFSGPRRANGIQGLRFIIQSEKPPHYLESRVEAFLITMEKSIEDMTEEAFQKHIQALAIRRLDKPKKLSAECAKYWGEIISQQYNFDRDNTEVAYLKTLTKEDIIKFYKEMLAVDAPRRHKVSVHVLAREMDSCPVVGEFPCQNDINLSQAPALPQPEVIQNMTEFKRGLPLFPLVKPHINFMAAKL
GalR3 antagonist – antagonists of human GalR3; HEK293 GalR3-CNG cAMP membrane potential fluorescence; galR3 body fused to GalR1 C-terminus; O60755; AID 651719; hit rate 0.44% among 360,000; inhibition, % at 3 µM;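 active means inhibition above the screen-wide average plus 3 SD, cut at about 13% in these data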;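 further: forskolin and galanin both at EC90 stimulate the cells; cAMP rise reported by CNG channel membrane potential dye signal; 0% = forskolin plus galanin with DMSO and 100% = forskolin alone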
VIM-2 inh – blocks Pseudomonas aeruginosa VIM-2 metallo-beta-lactamase. hit rate 0.89% among 290,000. purified VIM-2, nitrocefin hydrolysis, epi-absorbance fluorescence. inhibition, % at 5.6 µM. AID 1527;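 active means inhibition above the mean of all tested compounds plus 3 SD, cutoff set per screening run, cut at about 7.5% in these data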;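 further: red hydrolysis product quenches plate fluorescence so inhibitors raise well fluorescence; 0% = enzyme with DMSO and 100% = DMSO without enzyme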
IMP-1 inhibitor – blocks Pseudomonas aeruginosa IMP-1 metallo-beta-lactamase. purified IMP-1, nitrocefin hydrolysis, epi-absorbance fluorescence. inhibition, % at 5.6 µM. hit rate 0.45% among 290,000. AID 1556;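 active means inhibition above the mean plus 3 SD of all compounds in the same screening run, cut at about 4.5% in these data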;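 further: 0% = IMP-1 with DMSO and 100% = DMSO wells lacking enzyme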
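System: purified recombinant IMP-1 beta-lactamase. Medium: Zinc- and detergent-supplemented HEPES buffer, pH 7.1. Compound: one 5.6 µM dose […]. Schedule: 15 min preincubation plus 25 min reaction at 25 °C. Technique: Epi-absorbance fluorescence, 480 nm excitation, 530 nm emission.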
IDE cell inh – inhibitors of human insulin-degrading enzyme in cells | P14735 | HEK cells, FAbetaB cleavage, fluorescence polarization | inhibition, % at 5.59 µM | hit rate 0.41% among 320,000 | AID 434962;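 active means percent inhibition above the average of all tested compounds plus 3 SD, set per screening campaign, cut at about 16% in these data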;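 further: IDE supplied by intact live HEK cells; FP after avidin binding of uncleaved biotin substrate so inhibition keeps polarization high; 0% = DMSO wells and 100% = 60 µM reference IDE inhibitor Ii1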
* hit, by the source's call.

How did Cc1oc2c(C)c3oc(=O)c(CCC(=O)N[C@@H](CC(C)C)C(=O)O)c(C)c3cc2c1C do in these assays?
SUMO HTRF inh: 26; CRFBP-R2 block: 0; HCV NS3 hel inh: 23; p-CIP stab down: -4; IDE cell activ: 3; GalR3 antagonist: -5; VIM-2 inh: -0.8; IMP-1 inhibitor: -3.2; IDE cell inh: 3

What do the screens show for `O=c1c2ccccc2nc(/C=C/c2ccc([N+](=O)[O-])o2)n1CCCO`?
SUMO HTRF inh: 12; CRFBP-R2 block: -13; HCV NS3 hel inh: 20; p-CIP stab down: -64; IDE cell activ: -4; GalR3 antagonist: -2; VIM-2 inh: -1.4; IMP-1 inhibitor: -2.9; IDE cell inh: 3

How did Cc1ccc(CN2CCc3c(OCC(=O)Nc4cccc(C)c4C)cccc3C2=O)cc1 do in these assays?
SUMO HTRF inh: -5; HCV NS3 hel inh: 0; p-CIP stab down: 6; VIM-2 inh: -2.6; IMP-1 inhibitor: -1.7; IDE cell inh: 0

What do the screens show for `CCN(CC)c1cc(-c2ccccc2)ncn1`?
SUMO HTRF inh: -6; CRFBP-R2 block: 4; HCV NS3 hel inh: -17; p-CIP stab down: 0; IDE cell activ: 7; GalR3 antagonist: 6; VIM-2 inh: -1.2; IMP-1 inhibitor: -5.0; IDE cell inh: -1

Results for NS(=O)(=O)c1cc(C(=O)NCC2CCCCC2)ccc1Cl ?
SUMO HTRF inh: -3; CRFBP-R2 block: -2; HCV NS3 hel inh: -10; p-CIP stab down: 0; IDE cell activ: 1; GalR3 antagonist: -4; VIM-2 inh: -2.3; IMP-1 inhibitor: -4.5; IDE cell inh: -5

How did COc1ccc(Br)cc1-c1nc(C)c(C(C)=O)n1O do in these assays?
SUMO HTRF inh: -4; CRFBP-R2 block: 5; HCV NS3 hel inh: 1; p-CIP stab down: 1; IDE cell activ: -1; GalR3 antagonist: 6; VIM-2 inh: -0.1; IMP-1 inhibitor: -3.8; IDE cell inh: -1

Results for Nc1nc(NCCc2ccccc2)nc(NCCO)c1[N+](=O)[O-] ?
SUMO HTRF inh: -1; CRFBP-R2 block: -56; HCV NS3 hel inh: -7; p-CIP stab down: -4; IDE cell activ: 0; GalR3 antagonist: -8; VIM-2 inh: -0.4; IMP-1 inhibitor: -2.5; IDE cell inh: 1

How did Cc1ccc(CNC(=O)CN(C(=O)C2(C)CC(=O)N=C3C=CC=CN32)c2ccc(F)cc2)cc1 (stereo not given) do in these assays?
SUMO HTRF inh: 20; CRFBP-R2 block: 15; HCV NS3 hel inh: -6; p-CIP stab down: -13; IDE cell activ: -2; GalR3 antagonist: -6; VIM-2 inh: -0.3; IMP-1 inhibitor: -0.1; IDE cell inh: 1

Results for COc1ccc(CCN2CC(C(=O)OC(C)C(=O)Nc3cccc(Cl)c3)CC2=O)cc1OC (stereo not given) ?
CRFBP-R2 block: -4; IDE cell activ: 5; GalR3 antagonist: -7; IDE cell inh: -2

What do the screens show for `CC(=O)NC(CSc1cc(C)nc2ccc(Br)cc12)C(=O)O` (stereo not given)?
SUMO HTRF inh: 21; CRFBP-R2 block: 6; HCV NS3 hel inh: 0; p-CIP stab down: -12; IDE cell activ: 2; GalR3 antagonist: -1; VIM-2 inh: -1.7; IMP-1 inhibitor: -3.3; IDE cell inh: 4

How did COc1ccc(OC)c(C2C(C(=O)N(C)C)=C(C)Nc3nc4ccccc4n32)c1 (stereo not given) do in these assays?
SUMO HTRF inh: 6; CRFBP-R2 block: 33; HCV NS3 hel inh: -1; p-CIP stab down: 6; IDE cell activ: -8; GalR3 antagonist: 1; VIM-2 inh: -1.8; IMP-1 inhibitor: -3.2; IDE cell inh: 0

What do the screens show for `COc1ccc(-c2cc(=O)oc3cc(OCC(=O)N4C[C@H]5C[C@@H](C4)c4cccc(=O)n4C5)ccc23)cc1`?
SUMO HTRF inh: 2; CRFBP-R2 block: 4; HCV NS3 hel inh: -12; p-CIP stab down: 7; IDE cell activ: 4; GalR3 antagonist: -8; VIM-2 inh: 2.1; IMP-1 inhibitor: -1.2; IDE cell inh: 3

What do the screens show for `O=C(CCCCn1c(=O)c2ccccc2n(Cc2ccc(Cl)cc2)c1=O)NCc1ccco1`?
SUMO HTRF inh: 15; CRFBP-R2 block: 12; HCV NS3 hel inh: -2; p-CIP stab down: -1; IDE cell activ: 0; GalR3 antagonist: -4; VIM-2 inh: 0.7; IMP-1 inhibitor: -1.7; IDE cell inh: 0

Results for COc1ccc(/C=C2\SC(=S)N(NC(=O)c3ccncc3)C2=O)cc1OC ?
SUMO HTRF inh: 3; HCV NS3 hel inh: 1; p-CIP stab down: -5; VIM-2 inh: -1.1; IMP-1 inhibitor: 1.5; IDE cell inh: 8

How did Cc1cccnc1NC(=O)c1ccc([N+](=O)[O-])o1 do in these assays?
SUMO HTRF inh: 14; CRFBP-R2 block: 14; HCV NS3 hel inh: 7; p-CIP stab down: -9; IDE cell activ: 3; GalR3 antagonist: 1; VIM-2 inh: -3.3; IMP-1 inhibitor: -1.1; IDE cell inh: 11

Results for CCCCn1c(Cl)nc2c1c(=O)n(C)c(=O)n2C ?
SUMO HTRF inh: 2; CRFBP-R2 block: -12; HCV NS3 hel inh: -1; p-CIP stab down: 0; IDE cell activ: -1; GalR3 antagonist: -3; VIM-2 inh: -3.1; IMP-1 inhibitor: -2.6; IDE cell inh: 2

Results for CCSc1nnc(-c2ccccc2SC)o1 ?
SUMO HTRF inh: 20; CRFBP-R2 block: 4; HCV NS3 hel inh: 2; p-CIP stab down: -9; IDE cell activ: -10; GalR3 antagonist: 2; VIM-2 inh: 2.0; IMP-1 inhibitor: -2.5; IDE cell inh: -2

How did O=C(COC(=O)C(O)C(O)C(=O)OCC(=O)c1ccc(C(F)(F)F)cc1)c1ccc(C(F)(F)F)cc1 (stereo not given) do in these assays?
SUMO HTRF inh: 20; CRFBP-R2 block: 12; HCV NS3 hel inh: 15; p-CIP stab down: -11; GalR3 antagonist: 13*; VIM-2 inh: 2.4; IMP-1 inhibitor: -0.7; IDE cell inh: 3

Results for Cc1ccnc(SCC(=O)c2cc3ccccc3o2)n1 ?
SUMO HTRF inh: 20; CRFBP-R2 block: 1; HCV NS3 hel inh: -3; p-CIP stab down: 16; IDE cell activ: 4; GalR3 antagonist: -2; VIM-2 inh: 0.6; IMP-1 inhibitor: 0.7; IDE cell inh: 2

Results for O=C(c1ccc(COc2ccc3ccccc3c2)o1)N1N=C(C(F)F)CC1(O)C(F)F (stereo not given) ?
SUMO HTRF inh: -1; CRFBP-R2 block: -3; HCV NS3 hel inh: -9; p-CIP stab down: -6; IDE cell activ: 9; VIM-2 inh: -1.5; IMP-1 inhibitor: -2.0; IDE cell inh: 2

What do the screens show for `COc1ccc(-c2ccc(-c3noc(-c4ccccc4C)n3)c(OC)n2)cc1`?
SUMO HTRF inh: 6; CRFBP-R2 block: -7; HCV NS3 hel inh: 0; p-CIP stab down: -1; IDE cell activ: 0; GalR3 antagonist: -2; VIM-2 inh: -1.4; IMP-1 inhibitor: -1.6; IDE cell inh: 2

What do the screens show for `CCC(=O)Nc1nc2nc(-c3ccccc3)cc(-c3ccccc3)n2n1`?
SUMO HTRF inh: 18; CRFBP-R2 block: -10; HCV NS3 hel inh: 0; p-CIP stab down: 30; IDE cell activ: 0; GalR3 antagonist: -3; VIM-2 inh: -1.0; IMP-1 inhibitor: 0.5; IDE cell inh: 1

What do the screens show for `Cc1ccc(CCNC(=O)CCNS(=O)(=O)c2ccc3c(c2)c(=O)n(C)c(=O)n3C)cc1`?
SUMO HTRF inh: 16; CRFBP-R2 block: 18; HCV NS3 hel inh: -3; p-CIP stab down: -7; IDE cell activ: 0; GalR3 antagonist: -4; VIM-2 inh: 1.1; IMP-1 inhibitor: 1.6; IDE cell inh: 7

What do the screens show for `CC1(C)CC(=O)N(c2cccc(C(F)(F)F)c2)C(=O)C1`?
SUMO HTRF inh: 3; CRFBP-R2 block: -4; HCV NS3 hel inh: 2; p-CIP stab down: -2; IDE cell activ: -5; GalR3 antagonist: -3; VIM-2 inh: -1.5; IMP-1 inhibitor: -2.4; IDE cell inh: 0

Results for O=c1c2cnn(-c3ccccc3)c2ncn1CCc1ccccc1 ?
SUMO HTRF inh: -8; CRFBP-R2 block: 8; HCV NS3 hel inh: 2; p-CIP stab down: -8; IDE cell activ: -4; GalR3 antagonist: -1; VIM-2 inh: -2.4; IMP-1 inhibitor: -2.2; IDE cell inh: 9

How did O=C(NC(Cc1ccccc1)C(=O)NCc1ccccn1)c1ccco1 (stereo not given) do in these assays?
SUMO HTRF inh: -2; CRFBP-R2 block: 6; HCV NS3 hel inh: 4; p-CIP stab down: -2; IDE cell activ: -2; GalR3 antagonist: -3; VIM-2 inh: -3.7; IMP-1 inhibitor: -2.6; IDE cell inh: 0

Results for O=C(COC(=O)c1cccc(O)c1)Nc1nnc(-c2ccccc2)o1 ?
CRFBP-R2 block: 6; IDE cell activ: 0; GalR3 antagonist: -4; IDE cell inh: 3

What do the screens show for `O=C(O)c1ccccc1C(=O)Nc1ccc(-n2nc(C(F)(F)F)cc2C(F)(F)F)cc1`?
SUMO HTRF inh: 18; CRFBP-R2 block: 14; HCV NS3 hel inh: 16; p-CIP stab down: -11; GalR3 antagonist: -1; VIM-2 inh: -2.0; IMP-1 inhibitor: -2.9; IDE cell inh: -1

Results for CCN(CC(=O)NCCc1ccccc1)S(=O)(=O)c1ccc(Br)cc1 ?
SUMO HTRF inh: -14; CRFBP-R2 block: -4; HCV NS3 hel inh: -10; p-CIP stab down: 12; IDE cell activ: -5; GalR3 antagonist: -2; VIM-2 inh: 0.5; IMP-1 inhibitor: -1.4; IDE cell inh: -7

How did O=C(NCc1cccnc1)c1ccc(COc2ccccc2Cl)o1 do in these assays?
SUMO HTRF inh: 7; CRFBP-R2 block: -2; HCV NS3 hel inh: 6; p-CIP stab down: -6; IDE cell activ: 0; GalR3 antagonist: -7; VIM-2 inh: 0.6; IMP-1 inhibitor: -1.0; IDE cell inh: -1

What do the screens show for `CC(=O)Nc1ccc(C(=O)Nc2nc(-c3cccnc3)cs2)cc1`?
SUMO HTRF inh: -55; CRFBP-R2 block: -2; HCV NS3 hel inh: -2; p-CIP stab down: -2; IDE cell activ: 6; GalR3 antagonist: -3; VIM-2 inh: -0.2; IMP-1 inhibitor: -1.3; IDE cell inh: 4

What do the screens show for `COc1ccc(C(=O)NNC(=O)Nc2ccc(C)cc2)cc1`?
SUMO HTRF inh: 3; CRFBP-R2 block: -4; HCV NS3 hel inh: -5; p-CIP stab down: 0; IDE cell activ: 4; GalR3 antagonist: 6; VIM-2 inh: -5.1; IMP-1 inhibitor: -2.4; IDE cell inh: 0

Screening data as filed in PubChem.
